Source: PubChem
Anthrax LF prot: blocks Bacillus anthracis lethal factor protease; P15917; multiplex microsphere protease cleavage assay, LF; inhibition, % at 10 µM; 360,000 tested, 0.12% active; AID 588501; note: plate controls were buffer without enzyme for full effect and enzyme alone for no effect
Target sequence (P15917 whole entry, looked up): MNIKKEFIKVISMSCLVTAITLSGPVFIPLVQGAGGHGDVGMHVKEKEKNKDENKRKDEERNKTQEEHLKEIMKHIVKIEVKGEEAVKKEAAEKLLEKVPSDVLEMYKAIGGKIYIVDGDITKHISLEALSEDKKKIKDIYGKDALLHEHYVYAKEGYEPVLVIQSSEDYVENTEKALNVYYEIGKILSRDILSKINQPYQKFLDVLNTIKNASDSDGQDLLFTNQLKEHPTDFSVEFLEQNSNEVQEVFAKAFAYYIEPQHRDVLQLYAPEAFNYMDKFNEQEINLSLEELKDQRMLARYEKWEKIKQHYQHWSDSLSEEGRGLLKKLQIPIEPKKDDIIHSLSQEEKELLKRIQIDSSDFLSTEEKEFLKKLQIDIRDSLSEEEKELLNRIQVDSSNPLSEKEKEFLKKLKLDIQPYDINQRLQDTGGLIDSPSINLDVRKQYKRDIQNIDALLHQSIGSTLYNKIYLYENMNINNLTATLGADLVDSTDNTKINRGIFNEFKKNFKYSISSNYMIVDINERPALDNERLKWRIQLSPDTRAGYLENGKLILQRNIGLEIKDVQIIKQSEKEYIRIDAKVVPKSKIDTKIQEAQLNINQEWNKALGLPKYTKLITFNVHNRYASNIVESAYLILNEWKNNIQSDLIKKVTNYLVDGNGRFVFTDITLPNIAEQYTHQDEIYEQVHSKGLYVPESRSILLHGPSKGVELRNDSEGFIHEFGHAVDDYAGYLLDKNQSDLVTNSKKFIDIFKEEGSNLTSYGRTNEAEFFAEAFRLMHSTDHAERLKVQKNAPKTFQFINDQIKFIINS
Mtb UGM inh: inhibitors of M. tuberculosis UDP-galactopyranose mutase; P9WIQ1; purified UGM, fluorescence polarization probe displacement; inhibition, % at 10 µM; 320,000 tested, 0.06% active; AID 504406; in the data active = inhibition above about 10%, passing the limit was not always enough; inconclusive = no clear call, values can overlap the other calls
Mtb BioA inh: inhibitors of Mycobacterium tuberculosis BioA enzyme; purified M. tuberculosis BioA enzyme, plate reader; inhibition, % at 9.99 µM; 360,000 tested, 0.096% active; AID 602481; in the data active = inhibition above about 40%; inconclusive = no clear call, values can overlap the other calls
BoNT F protease: inhibitors of Botulinum neurotoxin F light chain protease; Multiplex microsphere protease cleavage assay, flow cytometry; inhibition, % at 10 µM; 360,000 tested, 0.22% active; AID 588497; in the data active = inhibition above about 35%, passing the limit was not always enough; inconclusive = no clear call, values can overlap the other calls; note: plate controls were buffer without enzyme for full effect and enzyme alone for no effect
GDH-TPI inh: counter-screen for M. tuberculosis FBA inhibitors: GDH-TPI coupled enzymes; GDH-TPI coupled enzyme counterscreen, NADH absorbance; inhibition, % at 4.8 µM; 360,000 tested, 1.2% active; AID 588335; in the data active = inhibition above about 30%;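 note: 0% = DMSO wells and 100% = wells lacking the enzyme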
BoNT-A LC inh2: inhibitors of Botulinum neurotoxin A light chain protease | inhibition, % at 10 µM | 360,000 tested, 0.17% active | multiplex microsphere protease substrate cleavage, flow cytometry; note: plate controls were buffer without enzyme for full effect and enzyme alone for no effect
PfHsp40 yeast: compounds rescuing yeast from Plasmodium falciparum HSP40 toxicity; S. cerevisiae expressing PfHsp40, growth rescue, ATP luminescence; growth rescue, % at 12.5 µM; 340,000 tested, 0.68% active; AID 504582; in the data active = growth rescue above about 28%, passing the limit was not always enough; inconclusive = no clear call, values can overlap the other calls;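 note: yeast W303a lacking pdr1 and pdr3 grown in galactose medium; growth measured after three days at 30 °C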
FadD28 binding: M. tuberculosis FadD28 bisubstrate binding inhibition; FadD28 bisubstrate probe binding, fluorescence polarization; inhibition, % at 12.5 µM; 360,000 tested, 0.22% active; AID 588549; in the data active = inhibition above about 8.5%, passing the limit was not always enough; inconclusive = no clear call, values can overlap the other calls
FBA Mtb inh: inhibits M. tuberculosis FBA enzyme. P9WQA3. purified M. tuberculosis FBA, fluorescence read-out. inhibition, % at 1 µM. 360,000 tested, 2.3% active. AID 588726; in the data active = inhibition above about 27%;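 note: 0% = vehicle and 100% = reference inhibitor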
* marks the source's active call; other numbers are inactive results; ? = inconclusive; . = no result given; & = joins results of further samples. Cut-off read from the data, not from the text of the source, unless noted: active = inhibition above about 30%; inconclusive = no clear call, values can overlap the other calls; inactive = below that.

SMILES	Anthrax LF prot	Mtb UGM inh	Mtb BioA inh	BoNT F protease	GDH-TPI inh	BoNT-A LC inh2	PfHsp40 yeast	FadD28 binding	FBA Mtb inh
CCc1ccc(-c2nc(CN3CCC(C(=O)NCc4ccccc4OC)CC3)c(C)o2)cc1	1	2.7	-3.5	-2	10	?	-1.1	1.8	7
COCCCNc1oc(COc2ccc(Cl)cc2Cl)nc1C#N	8	-1.5	-0.1	8	1	1.1	-0.1	-3.6	3
CCSc1nnc(-c2ccc(Cl)cc2)c2ccccc12	-10	-1.5	0.1	-13	15	-1.2	0.0	-3.4	-1
O=C1C2C3CC(C(Br)C3Br)C2C(=O)N1c1nccs1 (configuration not stated)	2	0.1	-1.8	-2	-4	0.8	.	-3.9	-4
O=C1CSC(c2ccccn2)N1c1cccc(Cl)c1 (configuration not stated)	0	-2.0	-3.6	2	-6	-0.8	0.8	0.2	0
CCOc1ccc(Oc2ccc(NC(=O)[C@@H](NC(N)=O)[C@@H](C)CC)cc2)cc1	-6	-1.3	-0.9	-3	21	0.1	0.0	-0.9	2
O=C1NC(c2ccccc2)=C(c2nc3ccccc3s2)C(c2ccc(O)cc2)N1 (configuration not stated)	-5	1.1	0.3	2	21	1.7	0.8	1.1	8
CCn1nc(NC(=O)c2ccco2)c2cc3ccccc3nc21	0	-3.2	4.9	-2	19	0.1	0.1	-3.2	9
COc1ccccc1NC(=O)NCCN1CCN(C(=O)Nc2ccccc2OC)CC1	3	0.6	.	3	3	0.5	-1.6	2.2	3
COc1ccc(CC(=O)OCC(=O)N2CCCc3ccccc32)cc1	6	-1.1	-0.4	12	2	2.4	-0.9	-2.0	1
O=C(O)/C=C/C(=O)Nc1ccccc1C(=O)Nc1ccccc1	2	2.5	5.4	-5	10	0.3	-0.4	0.6	4
Oc1c(Cl)cc(Cl)cc1/C=N/c1nccs1	0	-1.3	-0.8	-4	-3	0.6	?	0.2	5
O=C(NCC(c1ccco1)N1CCc2ccccc2C1)c1ccccc1Cl (configuration not stated)	0	2.9	1.7	4	6	1.1	-0.2	-1.7	0
COc1ccc(-c2cc(C(=O)N/N=C/c3ccc(OC)c(COCC(F)(F)C(F)F)c3)c3ccccc3n2)c(OC)c1	-6	0.7	-0.4	1	25	-0.7	0.8	-2.0	9
COC(=O)C(NC(=O)c1ccc(C)cc1)(Nc1cccc(C)n1)C(F)(F)F (configuration not stated)	4	1.0	.	4	-10	0.6	0.2	-6.2	-4
CCc1cc2c(COC(=O)c3c(C)noc3C)cc(=O)oc2cc1O	-7	0.8	-0.8	1	32*	-0.2	0.1	-1.4	33*
O=C(CSc1nnc(-c2ccc(S(=O)(=O)N3CCCC3)cc2)o1)NCc1ccccc1	-3	-0.3	-0.9	-12	10	-0.7	-0.1	0.3	1
CCn1c(NCc2cc(OC)ccc2OC)nc2ccccc21	-3	-2.4	-1.6	18	-1	0.6	-1.3	-1.1	3
Cc1ccc2c(c1)C(=O)N1[C@H]3c4cc(C)ccc4OC[C@@H]3[C@H](c3ccccc3)[C@]1(C)C(=O)N2	-2	2.5	-2.3	-2	5	-0.5	11	-1.8	-2
CS(=O)(=O)c1ccc(C(=O)NNC(=O)c2cc(-c3ccccc3)n[nH]2)cc1	0	4.1	-1.0	2	6	0.1	1.0	-4.3	-1
CN(C)CCNC(=O)c1c(O)c2c([nH]c1=O)CCCC2	-4	-1.7	-1.2	-8	11	-1.3	0.2	0.4	5
O=C(NCCN1CCOCC1)c1cc(-c2ccco2)on1	-6	2.0	-1.6	-7	10	-3.5	-0.8	-0.9	2
CN1C[C@@H]2[C@@H]3C(=O)N(Cc4ccccc4)C(=O)[C@@H]3[C@](Cc3ccccc3)(C1=O)N2C(=O)c1ccc(F)cc1	3	.	0.3	2	6	0.1	-1.0	-1.4	0
c1ccc(-c2nccnc2-c2ccccc2)cc1	-8	-0.7	.	?	3	-1.6	0.9	-1.5	-1
COC(=O)c1c(NS(=O)(=O)Cc2ccccc2)sc2c1CCCC2	-1	-0.1	-3.4	-6	6	-0.2	3.7	0.3	-2

Part of the list above, showing only FBA Mtb inh.
| SMILES | FBA Mtb inh |
| --- | --- |
| CS(=O)(=O)c1ccc(C(=O)NNC(=O)c2cc(-c3ccccc3)n[nH]2)cc1 | -1 |
| O=C(O)/C=C/C(=O)Nc1ccccc1C(=O)Nc1ccccc1 | 4 |

(list continues)
SMILES	Anthrax LF prot	Mtb UGM inh	Mtb BioA inh	BoNT F protease	GDH-TPI inh	BoNT-A LC inh2	PfHsp40 yeast	FadD28 binding	FBA Mtb inh
COc1ccc(CC(=O)Nc2cc(S(=O)(=O)N3CCCC3)ccc2Cl)c(OC)c1	-4	-0.1	-0.3	-2	2	0.0	1.6	-0.3	2
CCN1C[C@]2(C)CC[C@H](OC)[C@]34C2[C@H](OC(C)=O)[C@@]2(OCO[C@@]25C[C@H](OC)[C@H]2C[C@]3(O)C5[C@H]2OC)[C@@H]14	13	1.1	.	-35	0	-0.5	0.5	-0.3	-3
O=C(CSc1nc2c([nH]c3ccccc32)c(=O)n1-c1ccccc1)NCC1CCCO1 (configuration not stated)	-1	-1.1	0.8	20	6	0.7	0.5	-1.3	-1
COCCCNc1nc2nonc2nc1N1C[C@H]2CC[C@H]1C2	0	-0.8	.	-4	16	-0.5	-0.8	-3.2	4
CC(C(=O)Nc1ccc(S(=O)(=O)N2CCOCC2)cc1)N1C(=O)C2CC=CCC2C1=O (configuration not stated)	0	3.5	.	-2	4	-0.1	-0.7	0.0	8
CN(Cc1ccc(C(F)(F)F)cc1)C(=O)[C@H]1O[C@@H](n2ccc(=O)[nH]c2=O)[C@H](O)[C@@H]1O	6	.	-0.1	9	.	-0.4	.	0.1	0
NC(=O)N/N=C/c1c(F)cccc1F	-2	-1.0	.	-5	9	-0.4	-0.3	-1.4	1
COc1ccc(S(=O)(=O)Oc2c(OC)cc(C(=S)N3CCOCC3)cc2OC)cc1	-3	-1.3	0.6	?	2	-2.9	-0.5	-3.8	-3
O=C(Nc1ccc(C(=O)N2CCCC2)cc1)c1ccc(F)cc1Cl	-2	2.4	-0.8	0	-2	-1.1	0.8	-2.0	-2
COc1ccc(-n2c(C)nc3c(cnn3-c3ccc(C)c(C)c3)c2=O)cc1	-12	0.1	1.7	-13	-1	-1.1	-0.4	1.5	5
COc1ccc(/C=C(/NC(C)=O)C(=O)O)cc1	3	0.2	4.0	-4	3	-0.3	-1.1	-0.1	2
CS(=O)(=O)N1CCc2cc(C(=O)N3CCN(c4cccc(Cl)c4)CC3)ccc21	-2	-2.7	4.0	-4	-1	0.4	0.4	-4.1	0
COC(=O)c1[nH]c2c(c1C(=O)OC)CCc1ccccc1-2	-8	2.2	2.6	17	30	-3.3	0.5	-2.7	121*
COc1ccc(/C(C)=N/NC(=O)CNC(=O)Cc2ccccc2)c(OC)c1	21	1.8	-0.2	38*	0	2.2	0.8	-1.3	3
O=C(NC1CCCCC1)C1(c2ccccc2)CC1(Cl)Cl (configuration not stated)	1	0.7	.	10	1	0.2	1.8	-7.0	-4
CC(C)NC(=O)C(=O)NCCN1CCN(C(=O)c2ccc(C(C)(C)C)cc2)CC1	-1	3.5	-2.4	0	-1	0.6	0.4	-1.2	0
CCCCn1c(O)c(C(CC)=NCCN2CCCCC2)c(=O)[nH]c1=O	-1	-0.2	.	-2	9	1.9	0.0	-1.3	-1
CC1(CCc2ccccc2)NC(=O)N(CC(=O)Nc2ccc3c(c2)OCCO3)C1=O (configuration not stated)	-6	0.5	.	4	-7	0.1	0.1	1.4	0
COc1ccc(NC(=O)CSc2nc3c(c(=O)n2-c2ccc(F)cc2)SCC3)c(OC)c1	3	-2.2	6.3	-3	10	0.1	0.6	-1.7	-1
O=C(NNc1c2ccccc2nc2ccccc12)c1ccccc1O	-6	-1.7	0.7	-21	2	-0.6	1.8	-1.2	-7
NNc1nc(-c2ccccc2)cs1	-9	2.6	-0.9	-7	3	-0.4	2.3	-0.5	0
COc1cccc(-c2ncc3ccccc3c2COC(=O)N(C)C)c1	-3	-0.3	-0.6	-1	1	0.4	-1.3	-2.4	0
O=C1c2ccccc2NC(c2ccccc2)N1CCCN1CCOCC1 (configuration not stated)	-6	-1.9	-1.0	-9	9	-0.7	-1.2	-1.5	48*
CC(C)N(C)C(=O)CCc1nnc(CCc2c[nH]c3ccccc23)o1	-1	3.4	0.3	4	-7	0.1	-0.2	-4.4	-4
Cc1ccnc(SCC(=O)c2cc3ccccc3o2)n1	-1	.	-1.6	-1	10	0.2	0.2	-1.2	2
SMILES	Anthrax LF prot	Mtb UGM inh	Mtb BioA inh	BoNT F protease	GDH-TPI inh	BoNT-A LC inh2	PfHsp40 yeast	FadD28 binding	FBA Mtb inh
O=C(c1cc(Cl)nc2ccccc12)N1CCc2ccccc2C1	0	0.9	.	0	-1	-0.5	0.0	-0.8	2
O=C(c1ccncc1)N1CCN(c2ccc(F)cc2)CC1	-2	-0.1	0.2	-9	-2	-0.1	0.4	-4.9	-1
C=Cn1cc[n+](CC(=O)c2ccc(OC)c(OC)c2)c1	13	0.1	-0.5	29	-6	0.7	0.1	-5.2	0
CC1CN(CCCOc2ccc([N+](=O)[O-])cc2)CC(C)O1 (configuration not stated)	-1	0.0	-0.8	2	13	-0.3	-0.4	0.7	-2
Cc1nc(SCC(=O)NCCc2ccc(Cl)cc2)nc(C)c1C	-2	0.3	.	5	12	0.7	-0.7	0.4	3
CCOc1ccccc1NC(=O)C(C)CC (configuration not stated)	0	-0.9	.	-7	-2	0.4	-0.7	-1.8	1
CN(Cc1ccccc1)C(=O)c1ccc(Cl)c([N+](=O)[O-])c1	-1	3.5	.	-13	10	-0.6	-0.2	-0.8	-2
CSc1nnc(-c2ccc(S(=O)(=O)N3CCOCC3)cc2)n1C	2	1.9	-0.6	21	-4	-1.5	0.2	0.4	23
O=C(CCN1CCN(c2ccccc2)CC1)NNC(=S)Nc1ccccc1	0	2.4	.	0	9	-1.6	1.3	-4.7	-1
O=C(NCCc1c[nH]c2ccccc12)C1CCC(Cn2c(=S)[nH]c3ccccc3c2=O)CC1 (configuration not stated)	-6	-0.3	-0.7	-10	6	-1.0	0.1	-0.1	-1
O=S(=O)(Nc1ccc(F)cc1)N1CCOCC1	-3	-3.0	.	-6	-6	-1.0	0.0	.	0
COc1ccc(NC(=O)N(C)C[C@H]2Oc3ccc(NC(=O)C4CCCCC4)cc3C(=O)N([C@H](C)CO)C[C@@H]2C)cc1	-7	-3.1	0.4&6.2	-11	5	-1.3	-1.6	-3.2	1
CCn1c(N)c(C(=O)NCc2cccnc2)sc1=S	-6	-0.2	0.7	1	15	-0.3	-0.2	0.0	3
CC1CCCC(NC(=O)CSc2cccc[n+]2[O-])C1C (configuration not stated)	-6	0.3	0.1	1	1	-0.6	0.3	0.1	-1
CCC(=O)c1ccc(OC)c(OC)c1O	11	1.8	-0.4	0	1	-0.2	-1.5	-1.8	2
Cc1cccc(NC(=O)N2CCCCCC2)c1	-3	1.1	-0.2	-9	0	-0.4	0.0	2.5	2
COCCNC(=O)c1cc2c(=O)n(C)c3ccccc3c2n1C	-9	-3.4	0.9	-4	0	-0.9	-0.9	-3.1	10
COc1ccc(S(=O)(=O)N2CCSC2C)cc1C (configuration not stated)	20	-2.5	-0.6	44*	4	-2.1	0.4	-0.9	-1
O=C(CCCc1ccccc1)Nc1ccccn1	8	-4.4	-1.0	-1	-2	-0.5	0.0	-0.6	-2
O=C(NCCN1CCOCC1)C(=O)NCC1OCCCN1S(=O)(=O)c1ccc(F)cc1 (configuration not stated)	2	2.7	-1.6	-1	2	-0.6	-2.2	-1.8	3
Cc1ccc(C(C)C)c(OCc2nnc(SCC(=O)Nc3ncc(C)s3)n2C)c1	-3	0.5	-0.6	0	6	-0.4	-0.5	-1.0	-2
